High-throughput results (PubChem)
Anesthetic bind = candidate novel general anesthetic via apoferritin binding; 0.074% of 350,000 active; Potency, µM (highest dose often 77.5 µM), for the others: top-dose activity change, negative = displacement, most hits filed as inhibitors; P02791; AID 485281; apoferritin/1-aminoanthracene competitive binding, fluorescence; note: % is set by controls: 0 for no effect and ±100 for the full control effect; nearly all actives have a fitted effect of over 20% in size
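Steps: apoferritin (10 uM) was premixed with half-saturated 1-AMA in PBS, compounds were pin-transferred, plates stood 10 min at room temperature, fluorescence was read at 380/535 nm, and curves were fitted with a Hill equation.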
APE1 inh = blocks human APE1 abasic DNA cleavage; P27695; recombinant APE1, TAMRA/BHQ-2 abasic DNA cleavage fluorescence; Potency, µM (titrated, usually from 65.8 µM), for the others: at the highest dose activity change, negative = inhibition, actives largely listed as inhibitors; 0.35% of 350,000 active; AID 2517;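 note: plate controls were vehicle for no effect and reference inhibitor for full effect; nearly all actives have a fitted effect of over 55% in size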
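Incision of a quenched TAMRA/BHQ-2 THF abasic-site duplex (50 nM) by 0.75 nM APE1, after 15 min compound preincubation, measured as fluorescence increase over three 60 s reads. Values normalized to buffer, DMSO and NSC13755 control wells.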
Pol eta inh = inhibitors of human DNA polymerase eta. Potency, µM (titrated, usually from 114 µM), without a hit: at the top dose activity change, negative = inhibition, most hits filed as inhibitors. Q9Y253. recombinant Pol eta, fluorescent DNA replication assay. AID 588591. 1.2% of 390,000 active; note: % is set by controls: 0 for no effect and ±100 for the full control effect
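Pol eta at 10 nM preincubated with compounds 15 min at room temperature; reaction started with fluorescent substrate (50 nM final) and read kinetically at 0 and 10 min.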
Pol iota inh = DNA polymerase iota (human) inhibition. Q9UNA4. Pol iota fluorescent replication assay, 10 min. Potency, µM (top dose mostly 115 µM), for inactives: at the highest dose activity, negative = inhibition, actives largely listed as inhibitors. 1% of 390,000 active. AID 588590
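Fluorescent replication assay read twice, at 0 min and 10 min after adding 50 nM (final) substrate. Enzyme (10 nM) and compounds were first incubated 15 min at room temperature; enzyme-free buffer wells were negative controls.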
Pol beta inh = blocks human DNA polymerase beta activity; P06746; Pol beta primer extension/strand displacement, fluorescence kinetic; Potency, µM (doses to about 114 µM), without a hit: at the highest dose activity change, negative = inhibition, most hits filed as inhibitors; 1.3% of 340,000 active; AID 485314; note: % is set by controls: 0 for no effect and ±100 for the full control effect
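Homogeneous kinetic assay of primer extension and strand displacement by 10 nM Pol beta, preincubated 15 min at room temperature with compound before 50 nM substrate (final) was added. Read at 0 and 10 min; four-parameter Hill fit.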
BAZ2B inh = inhibitors of human BAZ2B bromodomain | 4.4% of 360,000 active | AID 504333 | Potency, µM (series often up to 114 µM), for the others: top-dose activity change, negative = inhibition, hits mostly inhibitors | AlphaScreen BAZ2B-H3K14Ac peptide displacement | Q9UIF8; note: % is set by controls: 0 for no effect and ±100 for the full control effect; nearly all actives have a fitted effect of over 60% in size
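Inhibition is scored as reduced AlphaScreen emission. The BAZ2B/b-H3(5-23)K14Ac complex (50 nM each) in PBS pH 7.4, 0.01% Tween-20 meets compound (up to 110 uM) for 30 min at RT before bead addition.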
BLM inh = blocks DNA unwinding by human BLM helicase | recombinant BLM DNA unwinding, fluorescence dequenching | Potency, µM (series often up to 56.1 µM), without a hit: at the highest dose activity change, negative = inhibition, most hits filed as inhibitors | 0.2% of 350,000 active | AID 2528;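 note: plate controls were vehicle for no effect and no enzyme for full effect; nearly all actives have a fitted effect of over 35% in size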
G9a block = inhibitors of human histone lysine methyltransferase G9a; Potency, µM (doses to about 102 µM), for inactives: at the highest dose activity, negative = inhibition, most hits filed as inhibitors; 8.8% of 350,000 active; AID 504332; Q96KQ7; G9a H3K9 monomethylation, AlphaScreen, 2 h; note: % is set by controls: 0 for no effect and ±100 for the full control effect; nearly all actives have a fitted effect of over 75% in size
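G9a (20 nM) preincubated 15 min RT with compounds, then 500 nM biotinylated H3K9 peptide and 20 uM SAM added; 2 h RT reaction. Monomethyl-H3K9 product detected by AlphaScreen with anti-H3K9me1 antibody, streptavidin donor and anti-rabbit IgG acceptor beads.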
Pol kappa inh = DNA polymerase kappa (human) inhibition; purified Pol kappa, fluorescent DNA synthesis assay, 10 min; 0.53% of 400,000 active; AID 588579; Potency, µM (top dose mostly 107 µM), for inactives: top-dose activity, negative = inhibition, hits mostly inhibitors; note: % is set by controls: 0 for no effect and ±100 for the full control effect
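First, compounds were pin-transferred onto 10 nM Pol kappa. After 15 min at room temperature, substrate was added to 50 nM final. Fluorescence was then measured kinetically at 0 and 10 min.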
* marks the source's active call; other numbers are inactive results; ? = inconclusive; · = not tested or not shown; [ ] = another dose, or the depositor's remark. Calls come from the whole dose curve; as a rule, active = well fitted curve in the direction sought with a large enough effect; inconclusive = small, poorly fitted or top-dose-only effect, or another doubt; inactive = no such curve, though single readings can be large; an effect the other way counts as inactive or inconclusive. Potency is the fitted concentration of half-maximal effect. Not all compounds are listed, so the mix of outcomes need not match the whole.

SMILES	Anesthetic bind	APE1 inh	Pol eta inh	Pol iota inh	Pol beta inh	BAZ2B inh	BLM inh	G9a block	Pol kappa inh
COc1ccc(CCN2C(=O)c3ccccc3C2(O)c2ncc[nH]2)cc1OC (centres undefined)	5.2%	0.7%	-17.0%	?	-15.7%	?	3.5%	22.4µM*	8.9%
Cc1ccc(N=C2C(=O)Nc3ccccc32)c(C)c1	4.8%	-14.4%	1.9%	?	9.6%	?	-4.7%	-0.5%	-31.0%
Cc1ccc(NC(=O)CN(C)S(=O)(=O)c2ccc3c(c2)n(C)c(=O)c(=O)n3C)cc1	-7.6%	-9.6%	12.0%	-7.6%	5.7%	0.8%	-0.9%	17.0%[0.0925 µM]	0.4%
CCOC(=O)COc1nc(-c2ccc(Cl)cc2)cc(-c2ccco2)c1C#N	3.9%	-1.2%	-7.7%	35.3%[activator]	-6.7%	4.8%	1.2%	25.7%	-2.0%
CC1=C(C(=O)Nc2ccccc2)C(c2cccn2C)n2ncnc2N1 (centres undefined)	-4.5%	·	-14.7%	8.4%	0.1%	-20.8%	1.1%	7.6%[59 µM]	-11.4%[60.1 µM]
O=C(CSc1nnc(-c2cccs2)n1C1CC1)NCC1CCCO1 (centres undefined)	·	41.8%	-10.1%	-2.9%	·	-11.2%	·	8.3%[2.33 µM]	-1.7%
CCc1noc(C)c1C(=O)Nc1ccc(Cl)c(S(=O)(=O)N2CCCCC2)c1	·	-1.6%	-15.6%	?	·	5.6%	·	?	-39.0%
Cc1ccn2cc(CCNC(=O)CC3CCCCC3)nc2c1	-3.6%	21.6%	-2.2%	16.6%	25.7%	·	0.6%	-23.3%	-5.3%
CCOc1ccc(NC(=O)CN(C)C(=O)Cn2cnc3c2c(=O)n(C)c(=O)n3C)cc1OCC	·	23.5%	-5.2%	15.5%	·	-4.0%	·	50.1µM*	-0.6%
S=C(N/N=C/c1ccc(Cl)c(Cl)c1)Nc1ccccc1Cl	-4.3%	0.0%	-2.7%	118.6%[activator]	-2.7%	-17.2%	-1.2%	7.2%	-16.0%
COC(=O)c1[nH]c2cccc(OC)c2c1NC(=O)CCN1CCN(c2ccccc2OC)CC1	-10.4%	2.4%	-6.0%	24.9%	-1.2%	-23.6%	-8.4%	4.4%	-5.3%
Cc1ccc(NC(=O)COC(=O)c2ccc([N+](=O)[O-])o2)cc1S(=O)(=O)N1CCCCCC1	-22.2%	-2.5%	-19.2%	33.3%[activator]	-15.8%	·	-0.7%	?	-2.6%
O=C(NCc1nnnn1-c1ccc(Cl)cc1)c1ccc(Br)o1	·	3.5%	?	64.0%[activator]	·	15.7%	·	?	-5.3%
Cn1c(SCC(=O)NN2C(=O)NC(C)(c3ccccc3)C2=O)nnc1-c1ccncc1 (centres undefined)	·	5.8%	-5.5%	-28.2%	·	·	·	·	-22.6%
CC(C)N(C(=O)COC(=O)c1cc(Cl)cc(Cl)c1N)C(C)C	-10.3%	-9.1%	-12.2%	13.6%	25.6%	41.3%[activator]	-3.2%	44.1%[activator]	-10.4%
Cc1ccc(C2=NN(CC(=O)O)C(=O)CC2)cc1	-4.0%	2.0%	-8.3%	19.6%	0.2%	-2.6%	0.2%	44.7µM*	-14.0%
CSc1ncccc1C(=O)NC(C)C1CC2CCC1C2 (centres undefined)	?	1.4%	-15.3%	113.5%[activator]	-1.2%	-12.5%	-10.1%	20.7%[12.7 µM]	-4.0%
C=CCSc1nc(C)cc(/C=C\c2ccccc2)c1C#N	-17.7%	-0.1%	-12.0%	20.7%	?	3.3%	0.3%	59.2%[activator]	-11.0%
CCOc1ccc(-n2c(CCC(=O)O)ccc2-c2ccc(Br)cc2)cc1	-2.3%	·	·	-3.1%	-8.8%	39.8µM*	-0.2%	10µM*	5.4%
c1ccc(CCNc2ncnc3sccc23)nc1	-9.4%	-5.1%	-11.8%	54.5%[activator]	-28.5%	0.5%	-4.1%	?	-7.9%
Cn1c(/C(C#N)=C(\O)COc2ccc3ccccc3c2)nc2ccccc21	-8.0%	-0.3%	4.7%	5.7%	3.7%	-30.5%	-1.6%	?	-8.9%
O=C(Nc1c(Cl)cc(Cl)cc1C(=O)NCCN1CCOCC1)c1ccc(Cl)cc1Cl	-1.1%	3.9%	-6.1%	17.8%	-23.3%	-2.0%	5.5%	-5.0%[59 µM]	-16.1%
Cc1cc(C)cc(NC(=S)Nc2cccc3cnccc23)c1	?	-3.1%	-12.5%	91.2%[activator]	4.1%	?	-12.6%	17.8µM*	-13.4%
CCN(CC)S(=O)(=O)c1ccc2c(c1)N(CC(=O)N1CCN(c3cccc(C)c3)C(C)C1)C(=O)CO2 (centres undefined)	-10.6%	·	-28.0%	15.6%	2.2%	-36.9%	0.2%	-5.1%[59 µM]	-5.8%[60.1 µM]
O=C(c1ccco1)N1CCN(S(=O)(=O)c2ccc(S(=O)(=O)NC3CCCC3)cc2)CC1	-18.5%	0.9%	-10.7%	-9.5%	-1.6%	-5.8%	-4.1%	-28.4%	-1.8%

Compounds from the list above that contain an NH in an aromatic ring (two):
SMILES	Anesthetic bind	APE1 inh	Pol eta inh	Pol iota inh	Pol beta inh	BAZ2B inh	BLM inh	G9a block	Pol kappa inh
COc1ccc(CCN2C(=O)c3ccccc3C2(O)c2ncc[nH]2)cc1OC (centres undefined)	5.2%	0.7%	-17.0%	?	-15.7%	?	3.5%	22.4µM*	8.9%
COC(=O)c1[nH]c2cccc(OC)c2c1NC(=O)CCN1CCN(c2ccccc2OC)CC1	-10.4%	2.4%	-6.0%	24.9%	-1.2%	-23.6%	-8.4%	4.4%	-5.3%

Remaining list, next part:
SMILES	Anesthetic bind	APE1 inh	Pol eta inh	Pol iota inh	Pol beta inh	BAZ2B inh	BLM inh	G9a block	Pol kappa inh
O=C(Cn1nnc(-c2ccccc2NC(=O)c2ccccc2)n1)Nc1ccc2c(c1)OCCO2	-9.4%	16.8%	7.8%	1.0%	0.7%	-1.5%	-3.9%	?	-0.4%
Cc1ccc(S(=O)(=O)/N=C2/NC(=O)/C(=C/c3ccncc3)S2)cc1	8.1%	5.8%	·	·	6.9%	-10.8%	0.8%	?	·
CC(C(=O)Nc1ccc2c(c1)OCCO2)n1nnc(-c2ccccc2)n1 (centres undefined)	-7.6%	-1.9%	-7.2%	20.8%	0.5%	-9.2%	-1.4%	-7.0%	-4.8%[60.1 µM]
O=C(c1ccc2c(c1)OCO2)C1CCCN(Cc2ccc(OC(F)F)cc2)C1 (centres undefined)	-7.2%	45.0%	-7.3%	16.3%	1.2%	-19.4%	-2.9%	10.3%	-5.7%
CSc1ccc(/C=N/NC(=O)c2sccc2C)cc1	40.6%[activator]	1.4%	2.5%	-0.8%	22.8%	2.3%	-2.8%	17.4%[59 µM]	-5.2%
O=S(=O)(NCc1ccccc1Cl)c1ccc(-n2cnnn2)cc1	6.2%	12.6%	-7.6%	113.7%[activator]	14.8%	1.1%	-6.5%	?	5.2%
CC(C)CNCC(=O)N1c2ccccc2Sc2ccccc21	-13.2%	4.8%	5.5%	-2.5%	2.1%	?	-2.2%	35.5µM*	-4.0%
O=C(CN(CC1CCCO1)C(=O)CNS(=O)(=O)c1ccc(Cl)cc1)NCC1CCCO1 (centres undefined)	-1.7%	0.6%	9.8%	8.0%	-17.0%	-6.5%	0.6%	-12.6%[59 µM]	-2.7%
CC1=CC(=C(C#N)C#N)C=C(C)N1CCN1CCN(C(=O)Nc2ccc(Cl)c(Cl)c2)CC1	-3.7%	11.8%	-23.4%	-183.6%	43.4%	5.5%	-8.6%	20.7%[59 µM]	-110.2%
Cc1cc(C(=O)CSc2nc(N)cc(=O)[nH]2)c(C)n1-c1cccc(F)c1	-16.4%	-3.0%	7.2%	26.9%	-1.8%	-30.5%	-2.1%	?	0.8%
Cc1cc(NCCN2CCOCC2)n2nc(C)c(-c3ccccc3)c2n1	-3.4%	0.8%	-5.4%	3.9%	-13.8%	12.9%	-3.9%	-4.4%[12.7 µM]	-2.6%
C#CCOCCOCCOCCNc1nc(N2CCN(C(=O)[C@H](CCCCN)n3cc(CN)nn3)CC2)nc(N2CCN(C(=O)[C@H](CO)n3cc([C@@H](N)C(C)C)nn3)CC2)n1	·	2.8%	-2.6%	?	·	·	·	·	-23.9%
COc1cc(C2NC(=O)NC(C)=C2C(=O)Nc2cccc(C)c2C)cc(OC)c1OC (centres undefined)	-2.4%	3.9%	0.5%	5.7%	6.9%	-5.1%	-13.4%	-9.6%[59 µM]	-1.0%
Cc1cc2oc(=O)c(CC(=O)NCCc3ccccc3F)c(C)c2c2occ(C(C)(C)C)c12	?	·	-20.1%	37.3%[activator]	22.3%	-24.6%	-2.7%	-26.2%[59 µM]	5.0%
O=C(Nc1ccc(Cl)cc1)C1CCCN1C(=O)NCc1ccccc1 (centres undefined)	-1.5%	67.5%	-6.2%	15.5%	23.8%	1.6%	0.4%	13.1%	-6.1%
O=C(O)c1cccc(Cn2c(Cl)c(/C=N/Nc3ccccc3)sc2=O)c1	-10.5%	18.2%	44.7µM*	?	-3.9%	25.1µM*	?	12.6µM*	?
COc1ccc(C2=NCC(CSc3nccc(=O)[nH]3)S2)cc1 (centres undefined)	-13.3%	-7.4%	-3.1%	?	-1.3%	-29.8%	0.8%	-14.0%[59 µM]	-4.4%
Cc1ccccc1OCCCCN1CCCCC1	-11.8%	6.8%	-5.5%	2.1%	12.2%	-2.7%	-4.2%	6.3%[59 µM]	2.7%
Cn1c(SCc2nc(-c3ccc(Cl)cc3)no2)nnc1-c1ccccc1	-23.3%	10.2%	-14.0%	10.7%	2.5%	5.4%	-4.8%	2.9%[59 µM]	-2.8%

Some of the entries above in a different format:
structure | Anesthetic bind | APE1 inh | Pol eta inh | Pol iota inh | Pol beta inh | BAZ2B inh | BLM inh | G9a block | Pol kappa inh
CSc1ccc(/C=N/NC(=O)c2sccc2C)cc1 | 40.6%[activator] | 1.4% | 2.5% | -0.8% | 22.8% | 2.3% | -2.8% | 17.4%[59 µM] | -5.2%
Cn1c(/C(C#N)=C(\O)COc2ccc3ccccc3c2)nc2ccccc21 | -8.0% | -0.3% | 4.7% | 5.7% | 3.7% | -30.5% | -1.6% | ? | -8.9%
COc1ccc(C2=NCC(CSc3nccc(=O)[nH]3)S2)cc1 (centres undefined) | -13.3% | -7.4% | -3.1% | ? | -1.3% | -29.8% | 0.8% | -14.0%[59 µM] | -4.4%
